APP transl inh – APP translation inhibition; SH-SY5Y APP 5'UTR-luciferase reporter, luminescence; inhibition, % at 2 µM; 0.82% of 190,000 active; AID 1285;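 active means inhibition above a set limit, derived from the sample mean plus 3 SD, cut at about 45% in these data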; further: values of inactives mirror those of a sister screen read the other way
NF-kB expr up – compounds increasing NF-kB expression in human neuronal cells | NF-kB reporter expression; hits give high values | fold change at 12.5 µM | 1.6% of 190,000 active; in the data active means fold change above about 3.3
FLuc stim CS – firefly luciferase counter-screen for stimulation assays | P08659 | activation factor at 10 µM | ATPlite luciferase biochemical, luminescence, 10 min; 0 = ATP-free wells, 1 = DMSO control | 200,000 tested, under 10 active;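 active means luciferase activation factor, scaled between plate controls, of at least 2 with compound at 10 µM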
Target sequence (P08659 whole entry, looked up): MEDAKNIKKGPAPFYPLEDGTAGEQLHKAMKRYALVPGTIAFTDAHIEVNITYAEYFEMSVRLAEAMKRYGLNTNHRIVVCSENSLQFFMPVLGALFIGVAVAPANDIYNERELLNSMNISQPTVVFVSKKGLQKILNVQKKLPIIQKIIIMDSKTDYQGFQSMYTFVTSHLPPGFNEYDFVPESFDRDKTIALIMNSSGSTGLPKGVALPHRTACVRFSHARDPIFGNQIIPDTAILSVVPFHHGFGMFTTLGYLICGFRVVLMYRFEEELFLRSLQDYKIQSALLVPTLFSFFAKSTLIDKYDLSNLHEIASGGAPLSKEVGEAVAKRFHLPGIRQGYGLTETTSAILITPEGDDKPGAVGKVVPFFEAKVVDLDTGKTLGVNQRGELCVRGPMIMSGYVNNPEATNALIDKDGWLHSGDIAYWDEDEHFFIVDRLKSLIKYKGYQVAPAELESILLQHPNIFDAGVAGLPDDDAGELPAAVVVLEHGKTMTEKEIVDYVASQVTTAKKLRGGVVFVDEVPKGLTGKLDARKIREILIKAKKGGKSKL
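Material: luciferase plus luciferin reagent, cell-free. Medium: PBS buffer for ATP. Also added: ATP substrate, dispensed from a 10.24 µM working solution in PBS. Doses: test compounds dosed from 2 mM stocks in 100% DMSO. Incubation: 10 min post-reagent at room temperature. Technique: light output (luminescence). Read-out basis: luminescence gain marking luciferase activators.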
G6PDH CS – inhibits Leuconostoc G6PDH, flagging false hits in G6PDH-based assays. 0.12% of 200,000 active. Purified L. mesenteroides G6PDH, diaphorase/resazurin coupled fluorescence, 45 min. inhibition, % at 5 µM. AID 1020; in the data active means inhibition above about 50%
TLR4-MyD88 BLA – TLR4-MyD88 interaction inhibition in cells. HeLa CL3-4 TLR4/MyD88 BLA complementation, FRET ratio. AID 861. O00206+Q99836. 0.18% of 200,000 active. inhibition, % at 8.4 µM; in the data active means inhibition above about 25%;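 further: 0% = vehicle and 100% = reference inhibitor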
STAT1 act – increases IFN-gamma driven STAT1 reporter signal. NIH 3T3 STAT1-luciferase reporter, luminescence; 100% = IFN-gamma alone, no compound. activation (% of control), % at 5.5 µM. 2.6% of 200,000 active. AID 932;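 active means activation above the screen-wide mean activation plus 3 SD, cut at about 130% in these data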;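 further: raw ratio to IFN-gamma control signal so 100% means no change and 0% no light; values of inactives mirror those of a sister screen read the other way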
Diaphorase act – activates diaphorase or chemically reduces, flagging diaphorase assay artifacts | activation factor at 20 µM | 0.005% of 190,000 active | Diaphorase/resazurin coupled assay, resorufin fluorescence, 16 min; hits give high values; 1 = vehicle wells, 0 = NADH-free wells | AID 1229;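 active means diaphorase activity raised at least twofold by the compound at 20 µM; inactive means activation factor below 2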
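Material: purified diaphorase enzyme from Clostridium kluyveri; Also added: 0.114 mM NADH and 0.1 mM resazurin, final amounts; Doses: single compound dose of 20 µM, 1% DMSO final; Times: 16 min enzyme reaction, ambient temperature; Detection: resorufin fluorescence, excitation 544 nm, emission 590 nm; Measure: increased resorufin signal from activators or reducing compounds.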
APP 5'UTR act – activates APP 5'UTR luciferase reporter; activation, % at 2 µM; 1% of 190,000 active; SH-SY5Y APP 5'UTR luciferase reporter, luminescence; zero percent = DMSO vehicle wells;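 active means activation above a set limit, based on mean plus 3 SD of controls, cut at about 140% in these data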; further: values of inactives mirror those of a sister screen read the other way
Diaph inh CS – inhibits diaphorase or chemically oxidizes, flagging diaphorase assay artifacts. diaphorase resazurin-to-resorufin fluorescence, NADH, 16 min; bacterial (C. kluyveri) enzyme, not human. inhibition, % at 20 µM. 0.69% of 190,000 active. AID 1217;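 active means primary screen inhibition at 20 µM above a set limit, cut at about 50% in these data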;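 further: plate controls were DMSO with full reaction for no effect and wells lacking NADH for full effect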
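controls = No-NADH positive control and DMSO neutral control | system = Clostridium kluyveri diaphorase enzyme | timing = reaction incubation of 16 min at room temperature | signal = resorufin fluorescence 544/590 nm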
FLuc inhib CS – Photinus pyralis luciferase inhibition counter-screen. ATPLite firefly luciferase biochemical luminescence, 10 min. 1.5% of 200,000 active. inhibition, % at 10 µM. P08659;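 active means inhibition above about 50% when tested at 10 µM, limit read from the data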
Active calls of the source: *; . = not tested or not shown. No enrichment for hits; about 5.6% have a hit in one of these screens.

SMILES | APP transl inh | NF-kB expr up | FLuc stim CS | G6PDH CS | TLR4-MyD88 BLA | STAT1 act | Diaphorase act | APP 5'UTR act | Diaph inh CS | FLuc inhib CS
Nc1ccc(NC(=O)NC2CCCCC2)cc1[N+](=O)[O-] | -70 | 1.6 | 1 | 19 | 0 | 127 | 1.1 | 70 | -10 | 4
Cc1ccc2cc(CCNC(=O)CC(C)(C)C)c(=O)[nH]c2c1C | -15 | 1.4 | 1.1 | -20 | 7 | 107 | 0.9 | 15 | 9 | -7
COc1ccc(N2C(=O)NC3CC2(C)Oc2ccc(Cl)cc23)cc1OC (centres undefined) | -7 | 1.1 | 1.1 | 1 | 10 | 101 | 0.8 | 7 | 16 | -8
O=C(CSc1nnc(-c2cccs2)n1Cc1ccccc1)NCc1ccc2c(c1)OCO2 | -13 | 0.89 | 1 | 2 | -7 | 95 | 0.8 | 13 | 18 | 2
Cc1nc(SCCOc2ccc(F)cc2)c2ccccc2n1 | -9 | 1.9 | 1 | 7 | 10 | 116 | 1.1 | 9 | -8 | -2
Cc1ccccc1OCC(=O)NCC(=O)N/N=C/c1ccc(Br)o1 | -7 | 1.3 | 1.1 | 1 | 2 | 91 | 0.9 | 7 | 9 | -7
CN(Cc1cccc(-n2cccn2)c1)C(=O)CCc1nnc(C2CCCCC2)o1 | -14 | 1.9 | 1.1 | 8 | -1 | 115 | 0.9 | 14 | 5 | -5
Cc1cc(C(=O)CSc2nnc(-c3ccc(OC(F)F)cc3)o2)c(C)n1Cc1cccs1 | 2 | 1 | 1 | 1 | 0 | 99 | 0.9 | -2 | 10 | -4
Cc1ccc(C(=O)n2nc(-c3ccccc3)nc2NCc2ccco2)cc1 | -10 | 1.4 | 1 | 1 | 5 | 101 | 0.8 | 10 | 24 | -2
CCOc1ccccc1N(CC(=O)NC(C)(C)C)C(=O)Cn1nnc(-c2ccc(C)o2)n1 | -3 | 0.93 | 1 | 14 | -5 | 100 | 0.8 | 3 | 17 | -1

Some of the entries so far, comma-delimited.
smiles,APP transl inh,NF-kB expr up,FLuc stim CS,G6PDH CS,TLR4-MyD88 BLA,STAT1 act,Diaphorase act,APP 5'UTR act,Diaph inh CS,FLuc inhib CS
Cc1ccc2cc(CCNC(=O)CC(C)(C)C)c(=O)[nH]c2c1C,-15,1.4,1.1,-20,7,107,0.9,15,9,-7
Cc1ccc(C(=O)n2nc(-c3ccccc3)nc2NCc2ccco2)cc1,-10,1.4,1,1,5,101,0.8,10,24,-2

Next results follow.
SMILES | APP transl inh | NF-kB expr up | FLuc stim CS | G6PDH CS | TLR4-MyD88 BLA | STAT1 act | Diaphorase act | APP 5'UTR act | Diaph inh CS | FLuc inhib CS
CCOC(=O)c1c(N)sc2c1CCCC2 | 14 | 1.2 | 1 | 3 | -3 | 111 | 1 | -14 | 2 | 1
COC(=O)c1ccc(-n2cncn2)c([N+](=O)[O-])c1 | -6 | 0.94 | 1 | 3 | 5 | 99 | 0.9 | 6 | 14 | -4
COc1ccc(C(=O)OCC(=O)NC(=O)NC2CCCC2)c(OC)c1 | 5 | 1.1 | 1.1 | 8 | -2 | 103 | 0.9 | -5 | 8 | -5
CC(Oc1ccccc1)C(=O)Nc1ccc(C(N)=O)cc1 (centres undefined) | -10 | 1.2 | 1.1 | 0 | 4 | 100 | 0.9 | 10 | 12 | -7
CCC(C)c1ccc(O)c(N)c1 (centres undefined) | -18 | 0.77 | 1 | 2 | 7 | 81 | 0.7 | 18 | 33 | -4
COc1ccc(CC(=O)Nc2ccc(S(=O)(=O)Nc3cc(C)on3)cc2)cc1OC | -9 | 0.99 | 1.1 | 2 | 2 | 101 | 1 | 9 | 4 | -5
O=C(COc1ccc2ccccc2c1Br)NNC(=O)Nc1ccccc1 | 0 | 1 | 1 | 6 | -5 | 105 | 1.1 | 0 | -8 | -2
CCN(CC)Cc1c(O)ccc2c(C)c(CC(=O)OC)c(=O)oc12 | 3 | 1 | 1 | 6 | -6 | 101 | 0.9 | -3 | 14 | -2
COC(=O)N/N=C/c1ccc(OCCSc2ccc(Cl)cc2)c(OC)c1 | 2 | 0.84 | 1 | 10 | -18 | 97 | 0.7 | -2 | 29 | -3
CCC(=O)NC(c1cccs1)c1cc(Cl)c2cccnc2c1O (centres undefined) | 61* | 0.86 | 1.1 | 16 | 8 | 105 | . | -61 | . | -5
CC(C)(C)N1NC(=O)Nc2ccccc2C1=O | 9 | 1.1 | 1.1 | 2 | -4 | 93 | 0.8 | -9 | 20 | -7
CC(C)(C)C1CCc2onc(C(=O)NC3CCCC3)c2C1 (centres undefined) | 1 | 1 | 1 | 7 | 0 | 101 | 1 | -1 | 1 | -3
O=C(Nc1ccccn1)Nc1cccs1 | -24 | 1.4 | 0.9 | 6 | 5 | 132* | 1.1 | 24 | -7 | 7
CCOc1ccc(OCC)c(NC(=O)Nc2ccc3c(c2)N(C)C(=O)CS3)c1 | -9 | 0.37 | 1 | -42 | -5 | 96 | 0.8 | 9 | 20 | -4
COc1ccccc1/C=C1\SC(=S)N(CC(=O)Nc2nnc(C)s2)C1=O | -7 | 1.1 | 1 | -3 | -4 | 104 | 1 | 7 | -4 | -3
CC1(C)CC(=O)c2c(Cc3ccccc3)noc2C1 | -13 | 0.91 | 1 | 0 | 2 | 101 | 1.1 | 13 | -9 | 3
FC(F)(F)c1ccc(/C=N/NC(=S)NC2CCCCC2)cc1 | 5 | 1.6 | 1 | 6 | -16 | 107 | 0.9 | -5 | 5 | -3
Cc1ccc(-n2nc3c(Cl)nnc(C)c3c2C)cc1 | -2 | 1.1 | 1.1 | -1 | 8 | 106 | 0.9 | 2 | 13 | -7
CC(C)=NOc1nc(N(C)C)nc(N(C)C)n1 | -11 | 0.99 | 1.1 | 0 | -5 | 106 | 0.9 | 11 | 10 | -6
c1ccc(-c2cc(N3CCCCCC3)n[nH]2)cc1 | -28 | 1.4 | 1 | -6 | -2 | 130* | 0.4 | 28 | 59* | 2
O=C(COc1ccccc1)N1CCN(C(=O)c2ccc([N+](=O)[O-])cc2)CC1 | -13 | 1 | 1 | 18 | -5 | 101 | . | 13 | . | 1
CC(c1ccc(F)cc1)n1c(-c2ccc3ccccc3n2)n[nH]c1=S (centres undefined) | -4 | 1.2 | 1 | 4 | 11 | 105 | 0.8 | 4 | 22 | -4
COc1ccccc1Cc1noc(C(C)(C)NC(=O)c2ccccc2)n1 | 1 | 1.1 | 1.1 | -8 | 8 | 91 | 0.9 | -1 | 9 | -8
Clc1ccc(OCCCCN2CCc3ccccc3C2)cc1 | -3 | 0.99 | 1.1 | 10 | 3 | 93 | 0.9 | 3 | 7 | -9
Cc1ccc(C)c(NC(=O)C2CCCN2C(=O)OC(C)(C)C)c1 (centres undefined) | 0 | 0.83 | 1.1 | -1 | 20 | 104 | 1 | 0 | 4 | -5
CC(C)c1nc2sc3c(c2c(=O)n1N)CC(C)(C)OC3 | -18 | 1 | 1 | -1 | -8 | 102 | 0.9 | 18 | 7 | -2
O=[N+]([O-])c1c(C(Cl)Cl)nn(-c2ccc(Cl)cc2)c1N1CCCCC1 | -12 | 1.3 | 1.1 | 5 | -7 | 108 | 0.9 | 12 | 10 | -8
c1cc(-c2nnc3n2CCC3)[nH]n1 | 2 | 1.2 | 1 | 15 | 2 | 114 | 0.9 | -2 | 12 | -1
CCC/C(=N\NC(=O)c1ccc(OC)c(OC)c1)c1ccccc1 | -3 | 1.2 | 1 | 4 | 5 | 102 | 0.9 | 3 | 9 | -4
COCC(=O)NCCc1nc2ccccc2[nH]1 | 2 | 0.92 | 1.1 | -20 | 1 | 108 | 0.8 | -2 | 15 | -6
CC(C)c1ccccc1NC(=O)COC(=O)C1(C)CC1(Cl)Cl (centres undefined) | -30 | 1.3 | 1 | 2 | 12 | 94 | 0.8 | 30 | 16 | -5
CSc1ccccc1C(=O)C1CCCN(S(=O)(=O)N(C)C)C1 (centres undefined) | -8 | 1.1 | 1 | 9 | -3 | 100 | 1.2 | 8 | -16 | -5
N/C(=N\OC(=O)Cc1cccs1)c1ccccc1 | -24 | 2.3 | 0.8 | 6 | -3 | 137* | 0.9 | 24 | 10 | 24
NC(=S)NNC(=S)Nc1ccccc1 | -7 | 1.2 | 1 | 11 | 6 | 110 | 0.9 | 7 | 11 | -5
O=C(c1ccc(Cl)cc1)c1c[nH]c(C(=O)NNc2ccccc2)c1 | -9 | 1.3 | 1 | -2 | -14 | 97 | 0.9 | 9 | 15 | -2
Cc1cc(C)n(C(=O)c2ccc(C)c(S(=O)(=O)N3CCOCC3)c2)n1 | 0 | 1.1 | 1 | 0 | -9 | 99 | 0.9 | 0 | 5 | -1
COc1ccccc1CNC(=O)CCn1c(=O)[nH]c2ccsc2c1=O | 8 | 0.86 | 1 | 0 | 7 | 93 | 0.9 | -7 | 6 | -2
Cc1cccc(OCC(=O)Nc2ccc(N3CCN(S(C)(=O)=O)CC3)cc2)c1C | 2 | 1 | 1 | 2 | 1 | 102 | 1 | -2 | 0 | 0
CN(C)C(=O)N1CCC(C(=O)NCc2ccccc2)CC1 | -4 | 1.4 | 1.1 | 4 | 11 | 92 | 0.9 | 4 | 9 | -9
CC(C(=O)NCCCN1CCOCC1)n1cccc1C(=O)c1ccccc1 (centres undefined) | -21 | 1.1 | 1.1 | 5 | -8 | 94 | 1.1 | 21 | -8 | -9

Three entries already listed, ordered by the value under Diaph inh CS, ascending:
| smiles | Diaph inh CS |
| --- | --- |
| CSc1ccccc1C(=O)C1CCCN(S(=O)(=O)N(C)C)C1 (centres undefined) | -16 |
| N/C(=N\OC(=O)Cc1cccs1)c1ccccc1 | 10 |
| NC(=S)NNC(=S)Nc1ccccc1 | 11 |

Next compounds.
SMILES | APP transl inh | NF-kB expr up | FLuc stim CS | G6PDH CS | TLR4-MyD88 BLA | STAT1 act | Diaphorase act | APP 5'UTR act | Diaph inh CS | FLuc inhib CS
COc1ccc(S(=O)(=O)N2CCC(C(=O)NCc3ccccn3)CC2)cc1Cl | 9 | 0.93 | 1 | -2 | 6 | 99 | 0.8 | -9 | 20 | -3
Clc1ccc(Cc2nnc(-c3ccccc3Br)o2)cc1 | -20 | 2.1 | 1 | 15 | 1 | 113 | 0.8 | 20 | 19 | -3
O=C(Nc1nnc(C2=COCCO2)o1)c1ccc(S(=O)(=O)N2CCOCC2)cc1 | -17 | 1.3 | 1 | 4 | 0 | 104 | 0.9 | 17 | 8 | -1
CC1CN(c2cc(=O)n(-c3ccccc3)c(=O)[nH]2)CC(C)O1 (centres undefined) | -6 | 1 | 1.1 | -8 | -6 | 105 | 0.9 | 6 | 7 | -6
O=C(/C=C/c1c(F)cccc1Cl)Nc1nn[nH]n1 | 34 | 0.94 | 1 | 25 | 5 | 100 | 0.9 | -34 | 14 | -2
Cc1ccc(-n2c(COc3cccc(C)c3)n[nH]c2=S)cc1 | -17 | 1.2 | 0.9 | 12 | -8 | 107 | 0.7 | 17 | 33 | 5
Cc1ccc(Cn2cc(SCC(N)=O)c3ccccc32)cc1 | 2 | 1.3 | 1 | 8 | 7 | 93 | 1 | -2 | -1 | -1
